L major viab – Leishmania major promastigote growth inhibition, primary screen; 200,000 tested, 9% active; Leishmania major promastigotes, resazurin fluorescence viability; inhibition, % at 10 µM; in the data active means inhibition above about 50%;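 further: promastigotes grown with compound for 44 hours at 28 °C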
bIAP act – bovine intestinal alkaline phosphatase activators, primary screen, biochemical, bovine IAP, CDP-star luminescence. alkaline phosphatase, intestinal [Bos taurus]. purified bovine IAP, 30 min; active compounds read high; fold of DMSO-control signal, blank-subtracted. activation factor at 20 µM. 200,000 tested, 0.17% active. AID 1016, 2008;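 active means activation factor of 2 or more at 20 µM, a signal rise over negative controls twice the positive control's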
TNAP inh no acc – human TNAP enzyme inhibitors, primary screen, biochemical, luminescent, no phosphate acceptor, uHTS; Alkaline phosphatase, tissue-nonspecific isozyme (Homo sapiens), P05186; purified TNAP, CDP-star luminescence, 30 min; inhibition, % at 20 µM; 200,000 tested, 0.26% active; AID 1012, 2008;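 active means tissue-nonspecific alkaline phosphatase inhibition above about 50% at 20 µM in the single-dose screen, limit read from the data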;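 further: 0% = DMSO negative control and 100% = EDTA positive control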
Target sequence (P05186 whole entry, looked up): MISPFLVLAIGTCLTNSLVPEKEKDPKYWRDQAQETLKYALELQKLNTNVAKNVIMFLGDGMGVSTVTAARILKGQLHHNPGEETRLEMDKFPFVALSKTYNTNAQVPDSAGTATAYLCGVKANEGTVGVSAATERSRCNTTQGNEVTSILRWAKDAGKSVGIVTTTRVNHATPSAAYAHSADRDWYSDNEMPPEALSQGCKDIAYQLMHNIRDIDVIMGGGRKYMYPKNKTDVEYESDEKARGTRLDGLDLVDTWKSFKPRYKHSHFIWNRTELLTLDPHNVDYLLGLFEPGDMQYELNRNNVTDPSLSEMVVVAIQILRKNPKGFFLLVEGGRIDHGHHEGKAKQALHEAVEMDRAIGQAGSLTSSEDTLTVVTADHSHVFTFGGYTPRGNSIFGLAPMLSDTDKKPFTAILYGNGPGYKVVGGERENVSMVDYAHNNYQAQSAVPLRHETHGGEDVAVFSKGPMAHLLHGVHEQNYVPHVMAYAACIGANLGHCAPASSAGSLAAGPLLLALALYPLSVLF
TNAP inh hi DEA – human TNAP enzyme inhibitors, primary screen, biochemical, luminescent, high phosphate acceptor level, uHTS; 200,000 tested, 0.03% active; inhibition, % at 20 µM; purified TNAP, CDP-star luminescence, 1 M DEA; AID 1135, 2008;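 active means over 50% inhibition of tissue-nonspecific alkaline phosphatase at 20 µM in the single-dose screen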;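 further: plate controls were DMSO wells for no effect and EDTA-quenched wells as full inhibition for full effect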
Diaphorase inh – diaphorase inhibitors and chemical oxidizers, primary screen, counter-screen for diaphorase-coupled primary assays, biochemical, uHTS, resorufin fluorescence. diaphorase resazurin-to-resorufin fluorescence, NADH, 16 min; bacterial (C. kluyveri) enzyme, not human. inhibition, % at 20 µM. 190,000 tested, 0.69% active. AID 1217, 2008;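 active means primary screen inhibition at 20 µM above a set limit, cut at about 50% in these data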;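 further: plate controls were DMSO with full reaction for no effect and wells lacking NADH for full effect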
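Test system: diaphorase enzyme from Clostridium kluyveri; amount: diaphorase at 0.14 U/mL in enzyme working solution; detection: fluorescence of resorufin formed from resazurin, Ex 544/Em 590 nm; times: reaction incubation of 16 min at room temperature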
PMI activator – activators of human PMI, primary screen, biochemical, fluorescence intensity, near-Km mannose 6-phosphate; Mannose-6-phosphate isomerase (Homo sapiens), P34949; purified human PMI, coupled resazurin fluorescence, 20 min; active compounds read high; 1 = vehicle control, 0 substrate-free wells; activation factor at 20 µM; 190,000 tested, 0.005% active;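 active means activation factor of 2 or more at 20 µM, relative to plate controls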
Target sequence (P34949 whole entry, looked up): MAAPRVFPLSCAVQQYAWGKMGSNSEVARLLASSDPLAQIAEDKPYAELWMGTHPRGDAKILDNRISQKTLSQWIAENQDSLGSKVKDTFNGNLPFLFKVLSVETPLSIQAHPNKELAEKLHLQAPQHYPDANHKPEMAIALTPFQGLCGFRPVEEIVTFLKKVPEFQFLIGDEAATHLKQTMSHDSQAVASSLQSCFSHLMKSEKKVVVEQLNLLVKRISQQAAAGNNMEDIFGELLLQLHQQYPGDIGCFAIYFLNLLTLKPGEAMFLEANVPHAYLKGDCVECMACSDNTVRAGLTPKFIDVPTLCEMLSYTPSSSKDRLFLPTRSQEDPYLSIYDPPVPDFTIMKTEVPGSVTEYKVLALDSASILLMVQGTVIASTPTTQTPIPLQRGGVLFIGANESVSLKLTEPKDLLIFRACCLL
Diaphorase act – compounds boosting diaphorase resazurin reduction – biochemical, uHTS, resorufin fluorescence, counter-screen for diaphorase-coupled primary assays, primary screen | Diaphorase/resazurin coupled assay, 16 min; active compounds read high; 1 = vehicle wells, 0 = NADH-free wells | activation factor at 20 µM | 190,000 tested, 0.005% active | AID 1229, 2008;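 active means diaphorase activity raised at least twofold by the compound at 20 µM; inactive means activation factor below 2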
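Test system: Clostridium kluyveri diaphorase, purified enzyme; input: enzyme 0.07 U/mL final; buffer or medium: 50 mM HEPES pH 7.4 with 4.542 mM MgCl2, 0.005% Tween 20; also added: 0.114 mM NADH and 0.1 mM resazurin, final amounts; schedule: 16 min enzyme reaction, ambient temperature; technique: fluorescence of resorufin, 544 nm excitation, 590 nm emission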
TNAP act hi DEA – TNAP activators at high phosphate acceptor level, primary screen, biochemical, luminescence, uHTS; purified TNAP, CDP-star luminescence, 1 M DEA, 30 min; active compounds read high; 0 = EDTA background, 1 = DMSO-only activity; activation factor at 20 µM; 200,000 tested, under 10 active;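 active means activation factor at least 2 at 20 µM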
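Assay system: human TNAP; Input: enzyme diluted 1/800 final; Reagent: CDP-star luminogenic substrate at 100 µM final; Timing: 30 min, room temperature; Signal: luminescence; Evaluation: TNAP activation factor scaled between EDTA and DMSO control wells.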
PMI act satM6P – human PMI activators, high substrate, primary screen, biochemical, fluorescence intensity, near-saturating mannose 6-phosphate; 190,000 tested, 0.34% active; Mannose-6-phosphate isomerase (Homo sapiens), P34949; activation factor at 20 µM; coupled PMI enzyme assay, resazurin fluorescence, 20 min; active compounds read high; 1 = untreated enzyme, 0 = substrate-free blank;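 active means activation factor of 2 or more at 20 µM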
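assay system = human phosphomannose isomerase with PGI, G6PDH, diaphorase coupling enzymes | quantity = 15 ng/mL PMI | incubation = enzyme reaction with compound 20 min at room temperature | medium = HEPES pH 7.4 buffer with MgCl2 and Tween-20 | compound dosing = one concentration, 20 µM, in 1% DMSO | measured by = Diaphorase-driven resazurin-to-resorufin fluorescence, excitation 544, emission 590 nm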
bIAP inh – bovine intestinal alkaline phosphatase inhibitors, primary screen, selectivity assay for TNAP inhibitor project, biochemical, bovine IAP, CDP-star luminescence; alkaline phosphatase, intestinal [Bos taurus]; 190,000 tested, under 10 active; inhibition, % at 20 µM; purified bovine IAP, 30 min;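 active means over 50% inhibition of intestinal alkaline phosphatase at 20 µM in the single-dose screen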
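Assay system – bovine IAP enzyme · Quantity – bovine IAP at 1/65,000,000 final dilution · Detection – CDP-star luminescence signal · Times – 30 min reaction at room temperature · Also added – CDP-star substrate at 30 µM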
Numbers without * were called inactive.

Sequence of screens: PMI act satM6P	TNAP inh no acc	Diaphorase inh	TNAP act hi DEA	PMI activator	TNAP inh hi DEA	bIAP inh	bIAP act	L major viab	Diaphorase act
- CCOc1ccc(N2C(=O)C(Cl)=C(Nc3ccccc3O)C2=O)cc1
  1	-16	22	1	0.9	1	4	1	2	0.8
- CCOC(=O)/C=c1\s/c(=C\c2ccc(C#N)cc2)c(=O)n1CC(=O)NCc1ccco1
  1.2	-10	0	1	1.1	4	-2	1	-4	1
- CC(Sc1nc(N2CCCCC2)c2c(c1C#N)CCCC2)C(=O)O (centres undefined)
  1	-1	29	1	1	-2	1	1	-5	0.7
- Cc1cc(C)c(S(=O)(=O)NCC(CCC(=O)O)C(F)(F)F)c(C)c1 (centres undefined)
  1.2	-4	-1	1	1.3	-4	0	1	-5	1
- CCCC(=O)C1=C(N(C)c2ccccc2)CC(C)(C)C(C(=O)OC)C1=O (centres undefined)
  0.9	-10	14	1	0.8	-2	5	1	-3	0.9
- Cc1ccc2c(c1)c1c3n2CCN(C(=O)Cn2c(-c4ccccc4)noc2=O)C3CCC1 (centres undefined)
  0.8	-12	4	1.1	1	-6	-2	1	46	1
- Cn1c(CCNC(=O)c2cccs2)nnc1SCC(=O)N1CCN(c2ccccc2)CC1
  1.5	-10	-6	1	1.2	-2	0	1	-3	1.1
- O=C(CN1CCC(NC(=O)Nc2ccccc2-c2ccccc2)CC1)NCc1ccco1
  1	-11	18	1.1	1	-8	-62	1.6	1	0.8
- Cc1ccc2c(c1)N(CC(=O)N1CCCc3ccccc31)C(=O)C(C)O2 (centres undefined)
  0.7	-9	14	1.1	0.9	-6	8	0.9	1	0.9
- CCCC[C@@H]1CNC(=S)N1CCc1cccc(F)c1
  0.9	0	10	1	0.9	-4	37	0.6	1	0.9
- COc1ccc(/C=C(\C#N)C(=O)NC2CCS(=O)(=O)C2)cc1OC (centres undefined)
  1.1	-14	13	1	0.9	0	14	0.9	-1	0.9
- COc1ccc(N(C)S(=O)(=O)c2ccc3c(c2)oc(=O)n3C)cc1
  0.9	-12	10	1	0.9	-3	1	1	41	0.9
- CC(C(=O)NCC1(c2ccccc2)CCCC1)N1CCCC1 (centres undefined)
  1	-9	2	1	1	-1	-5	1.1	12	1
- CSc1ncccc1C(=O)OCC(=O)c1cccc(Br)c1
  1.2	-4	0	1.1	1.3	-9	-4	1	-3	1
- ClC(Cl)(Cl)c1nc(N/N=C/c2ccncc2)c2ccccc2n1
  1.1	-3	-8	1	1.2	-2	-14	1.1	-4	1.1

Overlap with the part before: 3 entries, then new ones.
Sequence of screens: PMI act satM6P	TNAP inh no acc	Diaphorase inh	TNAP act hi DEA	PMI activator	TNAP inh hi DEA	bIAP inh	bIAP act	L major viab	Diaphorase act
- CC(C(=O)NCC1(c2ccccc2)CCCC1)N1CCCC1 (centres undefined)
  1	-9	2	1	1	-1	-5	1.1	12	1
- CSc1ncccc1C(=O)OCC(=O)c1cccc(Br)c1
  1.2	-4	0	1.1	1.3	-9	-4	1	-3	1
- ClC(Cl)(Cl)c1nc(N/N=C/c2ccncc2)c2ccccc2n1
  1.1	-3	-8	1	1.2	-2	-14	1.1	-4	1.1
- CCOC(=O)c1c(NC(=O)CC2SC(N)=NC2=O)sc2c1CCC(C)C2 (centres undefined)
  1	-60	10	1	0.9	-2	0	1	14	0.9
- Cc1ccc(O)c(C(=O)c2cc(C#N)c3nc4ccccc4n3c2)c1
  0.6	-35	38	0.7	0.8	30	-4	1	29	0.6
- Cc1ccc2nc(N3CCN(C=O)CC3)nc(-c3ccccc3)c2c1
  0.8	-41	24	1.1	0.8	-14	8	0.9	12	0.8
- CCn1cc([C@@H]2C[C@H]3CN(Cc4cccc(Cl)c4)C(=O)[C@]34CCCN24)cn1
  1.1	0	-15	1.1	1.1	-7	22	0.8	21	1.1
- c1ccc(-c2cn3c(n2)CCC3)cc1
  1	-14	5	1	1	-2	6	0.9	-2	1
- CC(Cc1ccccc1)N/C=C1/CC(=O)NC1=O (centres undefined)
  1	-6	-10	1.1	1	-9	16	0.8	-3	1.1
- CCOc1ccc2nc(NS(C)(=O)=O)sc2c1
  1.4	-1	13	1	1.2	-1	8	0.9	-5	0.9
- COc1ccc(NC(=O)CSc2nc3c([nH]c4ccccc43)c(=O)n2C)cc1
  1.1	-4	-6	1	1.1	-4	-3	1	-6	1.1
- COc1ccc(OC)c(/C=C/C(=O)N(C)CC(=O)Nc2cc(C)ccc2C)c1
  1.1	1	7	1	1.1	2	21	0.8	87*	0.9
- COc1ccccc1OCC(=O)Nc1ccc(S(=O)(=O)N2CCN(C)CC2)cc1
  1	-6	7	1	0.9	0	0	1	-3	0.9
- O=S(=O)(NCc1cn2ccsc2n1)c1cccs1
  1.1	3	-1	1.1	1.1	-5	6	0.9	6	1
- CN(CC(=O)NCc1ccc(Cl)cc1)S(=O)(=O)c1cccc2cccnc12
  0.9	-17	29	1.1	1	-9	7	0.9	-4	0.7
- Cc1cc(N2CCN(S(=O)(=O)Cc3ccccc3)CC2)n2ncnc2n1
  1	7	6	1	0.9	-3	9	0.9	-5	0.9
- COc1cc(/C=N/NC(=O)c2cccnc2)ccc1OCC(=O)N1CCOCC1
  1.1	-16	2	1	1	-1	22	0.8	-9	1
- COc1ccc(CC(=O)Nc2nccs2)cc1OC
  1	-5	5	1	1.1	-4	36	0.6	-9	0.9

Next section:
Sequence of screens: PMI act satM6P	TNAP inh no acc	Diaphorase inh	TNAP act hi DEA	PMI activator	TNAP inh hi DEA	bIAP inh	bIAP act	L major viab	Diaphorase act
- CCOC(=O)N1CCC(N2Cc3cccc(C(=O)Nc4cc(F)ccc4F)c3C2=O)CC1
  0.9	-15	26	1.1	0.9	-7	2	1	-2	0.7
- Nc1nc(-c2cccnc2)nn1C(=O)c1ccc(Cl)cc1
  0.9	0	7	1	1	1	-7	1.1	-3	0.9
- Cc1ccc(NC(=O)C2CC(=O)n3c(nc4ccccc43)N2)cc1Cl (centres undefined)
  1.1	-68	1	1.1	1.1	-6	-136	2.4*	34	1
- Clc1ccc(-c2nnc3n2CCCS3)cc1
  1.1	-6	4	1	1	2	4	1	-1	1
- CN(c1ccc(C(=O)NCCC2=CCCCC2)cc1)S(C)(=O)=O
  1	-8	4	1	1	0	11	0.9	3	1
- Cn1c(=O)c2c(ncn2CC(=O)Nc2ccc(Cl)cc2Cl)n(C)c1=O
  0.9	-7	9	1	0.9	-5	6	0.9	-7	0.9
- COc1ccc(-c2[nH]ncc2/C=C(\C#N)C(=O)NC2CC2)cc1
  1	-12	6	1.1	1	-6	-39	1.4	7	0.9
- Cc1cccc(-n2cc(CN3CCN(C(=O)c4ncn[nH]4)CC3)c(-c3cccc(F)c3)n2)c1
  1	-8	13	1	0.9	-2	-5	1.1	90*	0.9
- Nc1nnc(SCCOc2ccc(Br)cc2)s1
  1	-6	6	1	0.9	1	13	0.9	-3	0.9
- CN(C(=O)COC(=O)c1cccnc1Nc1cccc(C(F)(F)F)c1)C1CCS(=O)(=O)C1 (centres undefined)
  0.9	-1	11	1	0.9	0	26	0.7	-5	0.9
- O=C(O)CSCc1nc2ccccc2[nH]1
  1.1	-8	4	1.1	1.1	-6	-2	1	-4	1
- COCc1[nH][nH]c(=O)c1C=Nc1ccccc1
  0.9	-9	16	1	0.9	-2	-21	1.2	-6	0.8
- O=C(N1CCOCC1)N(CCN1CCOCC1)Cc1cccc2ccccc12
  0.9	-7	16	1	0.9	0	-1	1	-5	0.8
- Cc1ccc(-c2ccc(/C=N/N3C(=O)C4C5C=CC(CC5)C4C3=O)o2)c([N+](=O)[O-])c1 (centres undefined)
  0.7	-3	38	1	0.6	0	10	0.9	0	0.6
- Cn1ncc(Br)c1C(=O)NC12CC3CC(CC(C3)C1)C2
  1.1	-2	9	1.1	1.1	-6	9	0.9	2	0.9
- O=C(Nc1ccc(F)cc1)N1CCOCC1
  1	-7	11	1	0.9	-2	10	0.9	-3	0.9
- CCC(=O)/C(=C(/O)c1ccccc1)c1nc2ccccc2[nH]1
  0.6	-29	11	1.1	0.9	-9	-17	1.2	-6	0.9
